# Compound activity: PubChem, several laboratories
# RTF Ca sens inh = cardiac RTF calcium desensitization. P19429+P45379. IANBD-labeled cardiac RTF, Ca2+ fluorescence. inhibition, % at 7.15 µM. actives 0.12% (n = 340,000). AID 493244;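 active = inhibition above the mean inhibition of all tested compounds plus 3 SD, cut at about 17% in these data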;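 note: assay run at fixed EC70 calcium of 1.6 mM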
# MOR-DOR ag = OPRM1-OPRD1 heterodimerization agonism. activation, % at 9.3 µM. AID 504326. P35372+P41143. actives 0.3% (n = 340,000). cells, luminescence; in the data active = activation above about 18%;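 note: 0% = vehicle-treated cells and 100% = reference agonist; values of inactives mirror those of a sister screen read the other way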
# Target sequence (P35372 whole entry, looked up): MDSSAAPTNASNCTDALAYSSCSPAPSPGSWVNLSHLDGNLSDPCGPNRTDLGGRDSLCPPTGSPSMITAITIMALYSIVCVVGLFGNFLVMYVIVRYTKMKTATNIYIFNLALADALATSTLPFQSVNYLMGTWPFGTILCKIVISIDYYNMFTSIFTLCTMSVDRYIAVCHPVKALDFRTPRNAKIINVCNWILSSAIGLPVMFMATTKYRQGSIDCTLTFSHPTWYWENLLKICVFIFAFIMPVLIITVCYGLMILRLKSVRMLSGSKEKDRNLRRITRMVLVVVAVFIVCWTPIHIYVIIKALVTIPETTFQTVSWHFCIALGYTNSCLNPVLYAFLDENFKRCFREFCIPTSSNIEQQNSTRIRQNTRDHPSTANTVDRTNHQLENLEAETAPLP
# Target sequence (P41143 whole entry, looked up): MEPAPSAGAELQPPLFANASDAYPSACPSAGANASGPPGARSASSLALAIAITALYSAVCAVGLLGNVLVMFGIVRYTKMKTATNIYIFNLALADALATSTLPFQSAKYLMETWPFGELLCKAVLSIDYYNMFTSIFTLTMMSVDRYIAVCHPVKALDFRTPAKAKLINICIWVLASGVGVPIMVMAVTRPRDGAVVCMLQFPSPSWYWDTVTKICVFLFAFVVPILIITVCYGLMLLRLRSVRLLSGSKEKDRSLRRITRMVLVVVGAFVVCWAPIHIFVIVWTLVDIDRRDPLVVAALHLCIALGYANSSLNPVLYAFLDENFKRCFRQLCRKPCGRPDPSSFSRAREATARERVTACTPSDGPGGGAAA
# LANA DNA inh = blocks KSHV LANA C-terminal domain binding to DNA; actives 0.078% (n = 340,000); inhibition, % at 9 µM; MBP-C-LANA/FAM-LBS DNA binding, fluorescence polarization;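 active = highest replicate inhibition at or above 60% at 9 µM, even if other replicates fall short; inactive = all replicates below 60% inhibition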;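 note: 0% = neutral control wells and 100% = 4 µM acridine orange control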
# HTR5A inv ctr = HTR5A inverse agonism, opioid heterodimer counter-screen; HTR5A cell line, luminescence; inhibition, % at 9.3 µM; actives 0.083% (n = 340,000); AID 504634; in the data active = inhibition mostly above about 23%, no sharp cut-off; inactive = mostly below about 18%;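 note: 0% = cells with DMSO and 100% = no-cell wells with DMSO; some compounds called inactive have numbers as strong as hits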
# HTR5A ag = HTR5A agonism, opioid heterodimer counter-screen; P47898; HTR5A agonist assay, luminescence, cell-based; activation, % at 9.3 µM; actives 0.61% (n = 340,000); AID 504692; in the data active = activation mostly above about 9.5%, no sharp cut-off; inactive = mostly below about 7.6%;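 note: 0% = cells with vehicle only and 100% = reference agonist; strong numbers were not always called active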
# MOR-DOR inv ag = inverse agonist of human OPRM1-OPRD1 heterodimerization; inhibition, % at 9.3 µM; actives 0.21% (n = 340,000); cell-based MOR-DOR heterodimer luminescence, inverse agonism; P35372+P41143; in the data active = inhibition above about 22%, passing the limit was not always enough;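 note: 0% = cells with DMSO and 100% = wells without cells with DMSO; values of inactives mirror those of a sister screen read the other way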
# RTF Ca sens act = increases calcium sensitivity of human cardiac regulated thin filaments | P19429+P45379 | IANBD-labeled TnC RTF fluorescence at EC20 calcium; 0% EC20 calcium, 100% full calcium | activation, % at 7.2 µM | actives 0.24% (n = 340,000);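 active = activation above the mean over all tested compounds plus 3 SD, cut at about 30% in these data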;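 note: rise in fluorescence read as greater calcium sensitivity of cardiac thin filaments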
# Keap1 Nrf2 FP = inhibitors of human Keap1-Nrf2 protein-protein interaction; Q14145; Keap1 Kelch-Nrf2 peptide fluorescence polarization, 1536-well; inhibition, % at 9.4 µM; actives 0.15% (n = 340,000); AID 504523; in the data active = inhibition above about 12%;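 note: human Keap1 Kelch domain with fluorescein labeled Nrf2 9mer peptide probe; 0% = neutral control wells and 100% = peptide positive control; higher means more block of Keap1 binding to Nrf2 peptide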
# V-ATPase pH = alters yeast V-ATPase proton transport | actives 0.37% (n = 350,000) | response, % at 10 µM | S. cerevisiae, pHLuorin cytosolic pH fluorescence | AID 504577; in the data active = response mostly above about 7.3%, no sharp cut-off; inactive = mostly below about 5.4%; note: actives read high; inactives centre near 0; some compounds called inactive have numbers as strong as hits; reference of the scale not given here
# CAL-PDZ inh HTS = blocks peptide binding to the human CAL PDZ domain. inhibition, % at 24.9 µM. actives 0.92% (n = 300,000). Q9HD26. purified CAL PDZ, TMR-peptide fluorescence polarization, 1 h;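 active = mean inhibition of at least 30% with at least half of replicates also reaching 30%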;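 note: 0% = DMSO neutral control and 100% = excess unlabeled competitor peptide PRC23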
# * = called active by the depositor; . = no result given.
SMILES,RTF Ca sens inh,MOR-DOR ag,LANA DNA inh,HTR5A inv ctr,HTR5A ag,MOR-DOR inv ag,RTF Ca sens act,Keap1 Nrf2 FP,V-ATPase pH,CAL-PDZ inh HTS
CCOC(=O)Cc1csc(SCC(=O)N2CCN(c3ccccc3)CC2)n1,5,-1.1,-0.2,-12,3,6,-1,-3,2,.
N#Cc1cc(Sc2ccccn2)c(Sc2ccccn2)cc1C#N,-8,1.3,1.8,3,4,-7,-8,1,11,1
Cc1cccc(-c2nc3cc(NC(=O)C4CCCO4)ccc3o2)c1 (configuration not stated),1,-1.5,0.7,0,0,9,-4,-6,3,-6
O=C(O)c1cccc(-c2ccc(/C=N/Nc3ccc([N+](=O)[O-])cc3)o2)c1,-43,-3.7,-16,-12,4,18,16,-27,-2,2
COc1ccc2cc(C(c3nnnn3C3CCCCC3)N3CCCCCC3)c3nnnn3c2c1 (configuration not stated),-4,-2.5,2.1,2,3,15,-2,6,2,-2
COc1ccc(C(C)(C)C)cc1NC(=O)c1cncc(Br)c1,-1,4.0,-0.5,-6,3,-20,4,-6,2,0
O=[N+]([O-])c1cc(CN2CCN(c3cccc(C(F)(F)F)c3)CC2)c2cccnc2c1O,.,.,0.7,.,.,.,.,-3,6,6
Cn1nnnc1SCCNC(=O)C1CCC(=O)N(CCc2cccc(F)c2)C1 (configuration not stated),-6,-2.8,0.8,-3,1,14,5,-3,3,-1
CC(C)CC(NC(=O)OC(C)(C)C)C(=O)NC(C(=O)N1CCCC1C(N)=O)C(C)C (configuration not stated),-3,-1.8,1.4,-7,-5,10,-2,3,-2,-1
CN(CCOC(=O)c1ccc2c(c1)OCCO2)Cc1ccccc1,-6,-0.4,-0.4,-23,1,2,0,1,-1,-2
O=C(Nc1nnc(C2CC2)s1)c1cccs1,2,-3.2,2.4,14,-6,16,-3,-2,-3,.
O=c1oc2ccccc2n1Cc1cccc(Cl)c1,-3,-2.1,-2.7,-1,-2,11,5,-1,4,-1
O=C(CSc1nc2c(c(=O)n1-c1ccc(F)cc1)SCC2)NCc1ccco1,-3,-1.2,0.5,-7,-6,7,13,0,1,-6
COc1ccc(OCCC(=O)OCC(=O)NCCc2ccccc2)cc1,-17,0.1,1.2,2,-1,0,8,-1,7.6*,-2
COc1ccc(-c2cn(CCC(=O)NCc3ccc(C)cc3)c(-c3ccncc3)n2)cc1,5,-1.1,2.5,7,-2,6,3,-6,5,-2
COc1ccc2c(c1)-c1c(ssc1=S)C(C)(C)N2C(=O)CSC1=NCCS1,1,-1.5,-0.5,-4,-4,10,-4,0,-2,20
Cc1ccc2c(c1)N(C(=O)CCC(=O)N1CCC(C(N)=O)CC1)CCO2,-13,-0.8,-0.3,18,-6,5,12,-4,-2,.
Cc1ccc(SCC(=O)c2c(C)nc3ccccn23)cc1,1,-0.1,0.3,-13,-9,1,7,-2,-1,.
N#Cc1c(-c2ccccc2)cc(-c2ccccc2)nc1SCC(=O)NCC(=O)O,-8,-0.6,1.0,-5,3,3,0,-6,0,-8
CCN1CC(CN(C)Cc2nc(-c3ccco3)oc2C)CC1=O (configuration not stated),0,1.5,-0.4,-2,1,-8,2,0,1,2
Cc1ccccc1N1C(=O)C2C3CCC(O3)C2C1=O (configuration not stated),-8,-0.6,-3.1,-5,1,3,0,5,0,-4
CCOC(=O)Cn1nc(C)n(-c2cccc(Cl)c2)c1=O,-7,-2.2,0.7,-3,1,10,2,-1,0,6
Cc1ccc(CC(=O)O/N=C(\N)Cc2ccc([N+](=O)[O-])cc2)cc1,-9,1.6,-2.1,7,4,-12,2,0,6,3
CCCc1noc2c1C(c1ccoc1)C(C#N)=C(N)N2 (configuration not stated),-8,-0.9,0.6,0,0,5,0,-4,-4,-3
CC1=NN(C(=O)Cc2ccc([N+](=O)[O-])cc2)C(O)(c2ccccc2)C1 (configuration not stated),-14,2.6,-1.3,-8,3,-15,9,-4,3,-2
CCOc1ccc(NC(=O)CSc2ncnc3c2sc2ccccc23)cc1,1,-3.5,-1.3,2,-1,19,-4,-1,1,.
CCS(=O)(=O)N1CCC(C(=O)N2CCOCC2)CC1,4,-2.5,0.8,5,8,15,-1,-2,0,-2
CCOC(=O)c1[nH]cnc1N=Nc1c(O)ccc2ccccc12,-3,-1.9,1.5,0,0,10,4,6,-1,-2
CNc1snc(C)c1C(=O)OCC(=O)c1ccc(OC)c(F)c1,-5,-2.1,0.3,-1,0,9,-4,-1,-1,-8
Cc1ccc(S(=O)(=O)N2CCN(C(=O)CC(C)C)CC2)cc1,0,-3.4,0.2,1,1,17,-4,3,0,-8
COc1ccccc1N(CCOc1ccccc1)S(=O)(=O)c1ccccc1,-6,-1.5,0.9,3,-1,7,-3,1,-1,71*
c1ccc(CCNc2nnnn2-c2ccccc2)cc1,8,-0.5,-0.2,8,4,3,3,-5,4,-4
O=C(CCNS(=O)(=O)c1ccc(Br)s1)NCc1ccc2c(c1)OCO2,-4,-0.7,-0.8,5,-2,4,-2,1,-1,9
O=C(Cn1c(=O)c2cccn2c2ccccc21)NCCCN1CCCCC1,-6,-1.5,1.7,-9,2,8,1,-1,1,-7
O=C(COc1ccccc1Cl)NNC(=O)c1ccc2nc[nH]c2c1,-1,-2.6,-0.9,19,-8,14,-1,6,-3,6
CCOc1ccc(N2C(=O)CC(N(CCc3ccc(OC)cc3)C(=O)c3cccc(F)c3)C2=O)cc1 (configuration not stated),-10,1.1,-0.1,-20,0,-5,7,1,0,0
CCOCCCN(C)C1CCN(C(=O)c2oc3ccccc3c2NC(=O)COc2ccc(F)cc2)CC1,-1,0.4,-0.5,5,-4,-2,-2,0,-1,4
Cc1ccc(CS(=O)(=O)CCC(=O)NCCN(C)Cc2ccccc2)cc1,-4,-1.0,0.4,-6,-1,6,-5,0,-2,1
Cc1nn(C2CCS(=O)(=O)C2)c(Cl)c1/C=C/C(=O)OCC(=O)c1c[nH]c2ccccc12 (configuration not stated),1,-1.4,-0.8,-6,2,7,0,-1,0,-1
Cc1ccc(S(=O)(=O)NN/C(=N/S(=O)(=O)c2ccccc2)c2ccccc2)cc1,-6,-0.4,-1.3,-5,4,2,9,-6,-1,.
O=c1c2ccccc2nc(CSc2ncnc3nc[nH]c23)n1-c1cccc(C(F)(F)F)c1,-5,-1.9,-1.0,-2,1,11,-4,0,-3,-2
COc1ccc(C)cc1NC(=O)c1ccc(OCc2c(C)noc2C)cc1,-7,-1.9,0.5,4,-1,10,1,4,-2,-3
O=C(NC(C(=O)c1ccccc1)n1c(=O)cc[nH]c1=S)c1ccccc1 (configuration not stated),-9,-1.0,2.2,7,-3,6,-2,-1,0,-5
O=C1NC(Cc2ccccc2)C(=O)N1Cc1ccccc1 (configuration not stated),-2,-3.7,2.3,0,0,16,0,4,-2,-2
COc1ccc(Cl)cc1N(CC(=O)Nc1ccccc1C(=O)N1CCCC1)S(C)(=O)=O,-3,0.1,-1.0,3,-2,0,-6,6,0,3
Cc1csc(SCC(=O)NC(C)c2ccc(F)cc2)n1 (configuration not stated),12,-0.7,2.0,10,-4,4,-8,1,-1,4
O=C(Nc1ccccc1Cl)c1cc(=O)c2ccccc2o1,-10,-3.4,-1.6,-16,4,17,1,0,-2,-10
O=C(CC1C(=O)NCCN1Cc1ccc(-c2ccccc2)cc1)NCC1CCOCC1 (configuration not stated),-8,-2.4,2.3,-4,2,13,0,-5,-1,5
N#Cc1c(-n2ccnc2)cccc1-n1ccnc1,-17,-1.9,-0.4,-6,2,9,-3,-1,1,2
Cc1ccc(C)c(S(=O)(=O)N2CCCOC2CNC(=O)C(=O)NCCN2CCOCC2)c1 (configuration not stated),-2,-1.2,-0.9,-2,1,5,-1,-1,0,-3
COc1ccccc1OCCCOc1c(Cl)cc(C)cc1Cl,0,1.2,-0.1,-8,3,-6,2,-1,0,-3
Cn1c(=O)cc(OCCCC(=O)NCc2ccccn2)c2ccccc21,2,-3.2,0.0,-6,4,16,-2,2,-2,0
CCOC(=O)c1c(NC(=O)C2=C(C)NC(=S)NC2c2ccc(C)cc2)sc(C)c1C (configuration not stated),8,-1.6,0.3,12,2,8,-5,-1,3,-3
O=C(Nc1ccc(N2CCOCC2)cc1)c1cccnc1,-7,1.3,-1.8,6,-2,-8,3,-4,-1,-2
O=C(CSCc1ccccc1)NCCc1ccc(F)cc1,3,-3.9,-0.7,13,-4,19,-5,4,0,0
O=C(NNC(=O)c1ccco1)c1ccccc1,-10,-0.1,-0.1,-28,8,0,-1,-1,3,-5
CC(C)(CO)NCc1cccc(OCc2ccc(Cl)cc2)c1,-12,0.3,-1.6,14,8,-2,7,2,0,1
Cc1ccc(-c2c(C(=O)NCc3ccccc3)oc(=O)c3ccccc23)cc1,-3,0.2,0.3,-11,3,-1,-2,4,-2,7
CC1CCCCN1C(=O)COC(=O)c1ccc(N2CCCC2=O)cc1 (configuration not stated),-6,-0.7,-0.9,16,-4,3,-10,0,-2,.
CCOC(=O)c1cc2c(n(-c3ccccc3)c1=O)CC(C)(C)CC2=O,-1,-1.4,1.0,-5,-1,7,1,4,-5,-8

# An excerpt from above in order of length of the SMILES, ascending.
SMILES,RTF Ca sens inh,MOR-DOR ag,LANA DNA inh,HTR5A inv ctr,HTR5A ag,MOR-DOR inv ag,RTF Ca sens act,Keap1 Nrf2 FP,V-ATPase pH,CAL-PDZ inh HTS
O=C(Nc1ccccc1Cl)c1cc(=O)c2ccccc2o1,-10,-3.4,-1.6,-16,4,17,1,0,-2,-10
CCOC(=O)c1c(NC(=O)C2=C(C)NC(=S)NC2c2ccc(C)cc2)sc(C)c1C (configuration not stated),8,-1.6,0.3,12,2,8,-5,-1,3,-3
O=c1c2ccccc2nc(CSc2ncnc3nc[nH]c23)n1-c1cccc(C(F)(F)F)c1,-5,-1.9,-1.0,-2,1,11,-4,0,-3,-2

# Going on with the list.
SMILES,RTF Ca sens inh,MOR-DOR ag,LANA DNA inh,HTR5A inv ctr,HTR5A ag,MOR-DOR inv ag,RTF Ca sens act,Keap1 Nrf2 FP,V-ATPase pH,CAL-PDZ inh HTS
COc1ccc(N2C(=O)C(F)(F)C2c2ccc(C)cc2)cc1OC (configuration not stated),-4,-0.7,1.4,10,-4,3,0,1,0,2
COc1cccc(OCCNC(=O)c2cc([N+](=O)[O-])cc([N+](=O)[O-])c2)c1,-9,9.9,-0.4,1,9,-54,5,-2,-2,.
O=C(COc1cc2oc(=O)c3c(c2cc1Cl)CCC3)NCCCn1ccnc1,0,-4.4,-1.0,-10,3,22,-2,-1,-1,-2
NS(=O)(=O)c1cccc(NC(=O)CSc2nnc3n2CCCCC3)c1,-2,-3.0,-1.1,3,-4,12,-1,1,3,.
Cc1ccc(N=Cc2c(O)n(-c3nccs3)c(=O)c3ccccc23)c(C)c1,-10,-1.1,-2.6,-11,3,6,10,-7,-2,-3
COC(=O)Cc1ccc(NC(=S)NNC(=O)c2ccccc2Br)cc1,4,-1.8,-2.1,-3,1,9,0,0,-2,-7
Cc1ccc(C(=O)CCC(=O)Nc2ccccc2C)c(C)c1,-7,-1.2,-0.2,16,-2,6,4,-4,4,.
